Y pestis TopoI = inhibitors of Yersinia pestis topoisomerase I; activity, % at 10 µM; Y. pestis Topo-I cleavage product accumulation, plate reader; AID 504884; 0.064% of 360,000 active; in the data active = activity above about 50%, passing the limit was not always enough; also: inactives centre near 2
BioA inh = inhibitors of Mycobacterium tuberculosis BioA enzyme. 0.096% of 360,000 active. purified M. tuberculosis BioA enzyme, plate reader. AID 602481. inhibition, % at 9.99 µM; in the data active = inhibition above about 40%
PfHsp40 rescue = compounds rescuing yeast from Plasmodium falciparum HSP40 toxicity; S. cerevisiae expressing PfHsp40, growth rescue, ATP luminescence; growth rescue, % at 12.5 µM; 0.68% of 340,000 active; in the data active = growth rescue above about 28%, passing the limit was not always enough;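 also: yeast W303a lacking pdr1 and pdr3 grown in galactose medium; growth measured after three days at 30 °C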
UGM FP inh = Mtb UDP-galactopyranose mutase inhibition | P9WIQ1 | purified UGM, fluorescence polarization probe displacement | inhibition, % at 10 µM | 0.06% of 320,000 active | AID 504406; in the data active = inhibition above about 10%, passing the limit was not always enough
TcdB GH inh = TcdB glycohydrolase inhibition; P18177; TcdB glycohydrolase enzymatic assay, plate reader; inhibition, % at 9.99 µM; 0.24% of 350,000 active; AID 652162; in the data active = inhibition above about 10%
Target sequence (P18177 whole entry, looked up): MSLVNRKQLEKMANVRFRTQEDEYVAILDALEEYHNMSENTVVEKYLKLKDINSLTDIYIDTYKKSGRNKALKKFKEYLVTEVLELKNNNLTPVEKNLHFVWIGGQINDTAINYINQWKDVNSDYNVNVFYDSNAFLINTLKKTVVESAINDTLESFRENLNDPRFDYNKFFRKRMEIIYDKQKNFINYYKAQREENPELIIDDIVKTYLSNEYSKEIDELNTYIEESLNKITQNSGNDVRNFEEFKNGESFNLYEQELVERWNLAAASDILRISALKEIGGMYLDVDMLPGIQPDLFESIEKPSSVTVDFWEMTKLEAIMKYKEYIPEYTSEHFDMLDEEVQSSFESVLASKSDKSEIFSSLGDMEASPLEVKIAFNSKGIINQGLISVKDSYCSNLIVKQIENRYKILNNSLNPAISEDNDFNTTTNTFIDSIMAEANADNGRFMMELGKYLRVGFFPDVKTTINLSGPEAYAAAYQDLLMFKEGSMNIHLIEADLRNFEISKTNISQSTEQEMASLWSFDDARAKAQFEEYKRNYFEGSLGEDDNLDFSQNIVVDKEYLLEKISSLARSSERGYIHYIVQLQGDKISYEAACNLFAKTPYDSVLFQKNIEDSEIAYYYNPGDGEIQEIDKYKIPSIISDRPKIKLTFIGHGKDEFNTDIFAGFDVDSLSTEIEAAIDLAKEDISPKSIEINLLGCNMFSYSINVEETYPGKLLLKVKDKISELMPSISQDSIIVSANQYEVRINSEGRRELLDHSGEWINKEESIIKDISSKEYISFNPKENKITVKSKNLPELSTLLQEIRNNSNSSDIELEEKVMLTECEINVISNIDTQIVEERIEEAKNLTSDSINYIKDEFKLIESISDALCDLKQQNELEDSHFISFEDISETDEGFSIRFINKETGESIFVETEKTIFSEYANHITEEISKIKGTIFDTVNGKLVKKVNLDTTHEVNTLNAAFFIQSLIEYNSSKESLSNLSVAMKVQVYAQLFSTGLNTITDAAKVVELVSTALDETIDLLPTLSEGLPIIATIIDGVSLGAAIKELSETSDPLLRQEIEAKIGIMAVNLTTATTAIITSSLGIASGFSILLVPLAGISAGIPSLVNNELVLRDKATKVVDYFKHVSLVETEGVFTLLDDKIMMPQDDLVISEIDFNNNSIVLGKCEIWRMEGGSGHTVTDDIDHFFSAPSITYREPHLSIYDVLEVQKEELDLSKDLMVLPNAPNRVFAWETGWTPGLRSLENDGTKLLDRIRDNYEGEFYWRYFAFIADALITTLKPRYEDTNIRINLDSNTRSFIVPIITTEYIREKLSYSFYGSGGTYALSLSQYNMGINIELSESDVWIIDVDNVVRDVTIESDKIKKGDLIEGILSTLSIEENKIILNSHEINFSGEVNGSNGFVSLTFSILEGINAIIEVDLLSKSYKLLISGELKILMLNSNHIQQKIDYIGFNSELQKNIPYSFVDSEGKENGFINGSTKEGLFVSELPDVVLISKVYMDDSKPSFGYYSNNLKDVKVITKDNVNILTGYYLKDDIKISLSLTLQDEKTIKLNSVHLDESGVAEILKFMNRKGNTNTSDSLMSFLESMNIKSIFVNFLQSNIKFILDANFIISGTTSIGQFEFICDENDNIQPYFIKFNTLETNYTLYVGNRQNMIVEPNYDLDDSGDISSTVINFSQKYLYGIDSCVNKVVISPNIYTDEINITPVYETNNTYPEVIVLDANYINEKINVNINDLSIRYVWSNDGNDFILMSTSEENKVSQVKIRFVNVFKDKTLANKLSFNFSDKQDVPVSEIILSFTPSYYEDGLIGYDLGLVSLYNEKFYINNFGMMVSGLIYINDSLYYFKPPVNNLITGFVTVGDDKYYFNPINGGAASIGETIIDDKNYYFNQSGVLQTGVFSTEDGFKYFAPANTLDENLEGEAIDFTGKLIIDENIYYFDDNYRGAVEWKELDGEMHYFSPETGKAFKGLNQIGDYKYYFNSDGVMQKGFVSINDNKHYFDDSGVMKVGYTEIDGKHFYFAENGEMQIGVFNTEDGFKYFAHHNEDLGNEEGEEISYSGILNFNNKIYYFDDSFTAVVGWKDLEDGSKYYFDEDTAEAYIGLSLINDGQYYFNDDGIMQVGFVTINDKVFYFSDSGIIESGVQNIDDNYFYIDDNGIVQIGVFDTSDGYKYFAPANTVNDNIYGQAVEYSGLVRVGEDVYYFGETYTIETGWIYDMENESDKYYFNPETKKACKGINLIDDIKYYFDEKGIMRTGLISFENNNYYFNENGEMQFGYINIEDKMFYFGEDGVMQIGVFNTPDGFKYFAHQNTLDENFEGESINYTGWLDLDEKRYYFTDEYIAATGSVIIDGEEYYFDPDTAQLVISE
Vc quorum ag = induces V. cholerae light production without autoinducers; V. cholerae BH1578 lux reporter, luminescence, 6 h; activation, % at 18.7 µM; 0.16% of 350,000 active; AID 588436; in the data active = activation mostly above about 9.7%, no sharp cut-off; also: not every result past the cut was called active; inactives centre near 0; reference of the scale not given here
FBA Mtb inh = Mtb fructose-bisphosphate aldolase inhibition; AID 588726; P9WQA3; 2.3% of 360,000 active; inhibition, % at 1 µM; purified M. tuberculosis FBA, fluorescence read-out; in the data active = inhibition above about 27%;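 also: 0% = vehicle and 100% = reference inhibitor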
GDH-TPI counter = inhibits GDH-TPI coupling enzymes, artifact for Mtb FBA screen | inhibition, % at 4.8 µM | 1.2% of 360,000 active | GDH-TPI coupled enzyme counterscreen, NADH absorbance; in the data active = inhibition above about 30%;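 also: 0% = DMSO wells and 100% = wells lacking the enzyme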
FadD28 binding = M. tuberculosis FadD28 bisubstrate binding inhibition; FadD28 bisubstrate probe binding, fluorescence polarization; inhibition, % at 12.5 µM; 0.22% of 360,000 active; AID 588549; in the data active = inhibition above about 8.5%, passing the limit was not always enough
* hit, by the source's call.

For CCCCCCCCNCCS(=O)(=O)NCCCCCCCC the results were Y pestis TopoI 23.0, BioA inh 1.1, PfHsp40 rescue -1.3, TcdB GH inh 1.6, Vc quorum ag -0.4, FBA Mtb inh -3.0, GDH-TPI counter 4.3 and FadD28 binding -4.1.
For Cn1c(SCC(=O)Nc2ccc3c(c2)OCCO3)nnc1C(F)(F)F the results were Y pestis TopoI 3.8, BioA inh -1.6, PfHsp40 rescue 0.2, UGM FP inh 0.8, TcdB GH inh -0.4, Vc quorum ag -0.6, FBA Mtb inh -0.4, GDH-TPI counter -3.1 and FadD28 binding -1.4.
Screening COC(=O)CCC(C)N1CCC(Oc2ccc(C(=O)N3CCCC3)cc2)CC1 (stereo unspecified) returned Y pestis TopoI 4.9, BioA inh -1.0, PfHsp40 rescue -1.0, UGM FP inh 1.1, TcdB GH inh 1.2, Vc quorum ag -0.1, FBA Mtb inh 1.7, GDH-TPI counter -5.5 and FadD28 binding 1.1.
Screening CC1C(=O)N2CCCc3cc(NC(=O)COc4ccc(Cl)cc4)cc1c32 (stereo unspecified) returned Y pestis TopoI 19.3, BioA inh 0.6, PfHsp40 rescue 1.7, UGM FP inh 0.8, TcdB GH inh 0.4, Vc quorum ag -0.3, FBA Mtb inh 7.7, GDH-TPI counter 7.4 and FadD28 binding 0.2.
`NS(=O)(=O)c1ccc(CCNC(=O)C2CCC(Cn3c(=S)[nH]c4ccccc4c3=O)CC2)cc1` (stereo unspecified) gave Y pestis TopoI -4.3, PfHsp40 rescue 0.1, UGM FP inh -1.6, TcdB GH inh 0.4, Vc quorum ag -2.6, FBA Mtb inh -6.5, GDH-TPI counter -3.5 and FadD28 binding -2.4.
Screening CCc1nccn1CCC(=O)NC1CC(C)(C)Cc2c1cnn2-c1cccc(F)c1 (stereo unspecified) returned Y pestis TopoI -2.9, BioA inh 3.2, PfHsp40 rescue -0.9, UGM FP inh -0.6, TcdB GH inh 0.6, FBA Mtb inh -3.0, GDH-TPI counter -3.8 and FadD28 binding 0.3.
`COc1cc2c(C(=O)N3CCN(C)CC3)c(CSc3ccccc3)n(C)c2cc1Br` gave Y pestis TopoI 6.4, PfHsp40 rescue -0.1, UGM FP inh 1.1, Vc quorum ag -1.1, FBA Mtb inh -0.9, GDH-TPI counter 3.1 and FadD28 binding -3.3.
`O=C(CSc1nc(=O)n2ccccc2n1)Nc1cccc2ccccc12` gave Y pestis TopoI -4.7, BioA inh 2.2, PfHsp40 rescue -1.4, UGM FP inh 3.4, TcdB GH inh 1.4, Vc quorum ag -0.5, FBA Mtb inh -2.9, GDH-TPI counter 4.6 and FadD28 binding -2.2.
Screening C=CCNC(=O)C1CC(=O)N(c2ccc(OCc3ccccc3Cl)cc2)C1 (stereo unspecified) returned Y pestis TopoI 25.2, BioA inh 3.6, PfHsp40 rescue 4.4, UGM FP inh 1.0, TcdB GH inh 0.7, Vc quorum ag -0.3, FBA Mtb inh 0.9, GDH-TPI counter -2.2 and FadD28 binding -0.6.
For O=C(CSc1ncccc1-c1nc2ccccc2[nH]1)N1CCCCC1 the results were Y pestis TopoI 11.7, BioA inh 4.3, PfHsp40 rescue 1.2, UGM FP inh 0.4, TcdB GH inh 1.2, Vc quorum ag 0.2, FBA Mtb inh 11.5, GDH-TPI counter 0.3 and FadD28 binding -5.7.

2 records drawn at random from the list so far:
Screening COC(=O)CCC(C)N1CCC(Oc2ccc(C(=O)N3CCCC3)cc2)CC1 (stereo unspecified) returned Y pestis TopoI 4.9, BioA inh -1.0, PfHsp40 rescue -1.0, UGM FP inh 1.1, TcdB GH inh 1.2, Vc quorum ag -0.1, FBA Mtb inh 1.7, GDH-TPI counter -5.5 and FadD28 binding 1.1.
`NS(=O)(=O)c1ccc(CCNC(=O)C2CCC(Cn3c(=S)[nH]c4ccccc4c3=O)CC2)cc1` (stereo unspecified) gave Y pestis TopoI -4.3, PfHsp40 rescue 0.1, UGM FP inh -1.6, TcdB GH inh 0.4, Vc quorum ag -2.6, FBA Mtb inh -6.5, GDH-TPI counter -3.5 and FadD28 binding -2.4.

More compounds:
Screening OCCNc1ncnc2c1ncn2[C@H]1CN(Cc2ccc(Cl)cc2)C[C@@H](CO)O1 returned Y pestis TopoI 4.4, BioA inh -0.2, TcdB GH inh 2.3, Vc quorum ag inactive, FBA Mtb inh -0.9, GDH-TPI counter 0.0 and FadD28 binding -1.1.
COc1ccc(NC(=O)CCNC(=O)Cn2ccc3ccccc3c2=O)cc1OC was read as Y pestis TopoI -4.0, BioA inh -0.6, PfHsp40 rescue -0.5, UGM FP inh 1.2, Vc quorum ag -0.1, FBA Mtb inh -1.2, GDH-TPI counter -6.0 and FadD28 binding -2.3.
CC1(Cc2ccc(Cl)s2)C(=O)Nc2c(Cl)ccc(Cl)c21 (stereo unspecified) was read as Y pestis TopoI 31.4, BioA inh -0.7, TcdB GH inh 3.4, Vc quorum ag -0.4, FBA Mtb inh -2.6, GDH-TPI counter -0.9 and FadD28 binding -4.2.
`COc1ccc(CNC(=O)c2nnn(Cc3ccc(OC)cc3)c2N)cc1` gave Y pestis TopoI -9.1, BioA inh -6.9, PfHsp40 rescue -0.9, UGM FP inh -0.3, TcdB GH inh 0.5, Vc quorum ag -0.4, FBA Mtb inh 1.1, GDH-TPI counter 6.9 and FadD28 binding -1.4.
`CC12CCC(=O)C=C1CCC1C2C(=O)CC2(C)C1CC[C@]2(O)C(=O)CO` (stereo partly specified) gave Y pestis TopoI 6.0, BioA inh 0.9, PfHsp40 rescue -0.3, UGM FP inh -1.6, TcdB GH inh -7.4, Vc quorum ag -0.5, FBA Mtb inh -0.2, GDH-TPI counter 4.7 and FadD28 binding 1.6.
CCOc1ccccc1/C=C/C(=O)c1ccc(Cl)cc1 was read as Y pestis TopoI -7.1, PfHsp40 rescue 0.1, UGM FP inh -1.9, TcdB GH inh 1.3, Vc quorum ag -0.7, FBA Mtb inh -0.5, GDH-TPI counter 5.7 and FadD28 binding -2.1.
`CCOc1ccc(NC(=S)N2CCC(C(=O)c3ccc(OC)cc3)CC2)cc1` gave Y pestis TopoI -3.2, BioA inh -0.3, TcdB GH inh 1.1, Vc quorum ag -10.9, FBA Mtb inh 2.0, GDH-TPI counter 9.7 and FadD28 binding 0.2.
For Cc1ccc[n+](CC(=O)Nc2ccc(C)c(C)c2)c1 the results were Y pestis TopoI 16.3, BioA inh 0.0, PfHsp40 rescue 0.6, UGM FP inh -4.9, TcdB GH inh 0.3, Vc quorum ag inactive, FBA Mtb inh 0.5, GDH-TPI counter 11.2 and FadD28 binding -1.8.
`CC1(C)C(c2ccc(Cl)cc2)=[N+]([O-])C2(CCCC/C2=N\O)N1O` (stereo unspecified) gave Y pestis TopoI -3.8, BioA inh 0.7, PfHsp40 rescue -1.2, UGM FP inh 1.2, Vc quorum ag -0.6, FBA Mtb inh 0.6, GDH-TPI counter 21.4 and FadD28 binding -0.8.
For Cc1ccc(OC(=O)c2cccc(S(=O)(=O)N3CCN(C)CC3)c2)c(Br)c1 the results were Y pestis TopoI 35.7, BioA inh -0.5, PfHsp40 rescue 0.3, UGM FP inh 1.9, TcdB GH inh -0.2, Vc quorum ag -1.7, FBA Mtb inh 0.1, GDH-TPI counter -5.3 and FadD28 binding -0.4.
Cc1cc(NS(=O)(=O)c2ccc(NC(=O)c3cccnc3)cc2)nc(C)n1 was read as Y pestis TopoI 8.2, BioA inh 0.9, PfHsp40 rescue -0.3, UGM FP inh -0.9, TcdB GH inh -1.7, Vc quorum ag -0.7, FBA Mtb inh -0.3, GDH-TPI counter -0.4 and FadD28 binding 0.5.
Screening O=C(CN1C(=O)C(=O)c2ccccc21)NC1CCCCC1 returned Y pestis TopoI -8.7, BioA inh -3.3, PfHsp40 rescue -0.5, UGM FP inh -0.4, Vc quorum ag -3.1, FBA Mtb inh -2.8, GDH-TPI counter 6.8 and FadD28 binding 0.1.
CCN1CCN(c2cc3c(cc2F)c(=O)c(C(=O)O)cn3C2CC2)CC1 was read as Y pestis TopoI -4.0, BioA inh -5.9, PfHsp40 rescue 0.0, UGM FP inh -2.0, TcdB GH inh 2.1, Vc quorum ag inactive, FBA Mtb inh 13.4, GDH-TPI counter 7.2 and FadD28 binding -0.8.
Screening Cc1ccc(C)n1-c1ccc(NC(=O)c2ccccc2)cc1 returned Y pestis TopoI -9.1, PfHsp40 rescue 0.3, UGM FP inh 4.5, Vc quorum ag -0.2, FBA Mtb inh -0.6, GDH-TPI counter 0.0 and FadD28 binding -6.0.
For COc1ccc(C(=O)C2CCCN(Cc3cccc(C)n3)C2)c(OC)c1 (stereo unspecified) the results were Y pestis TopoI 6.1, BioA inh -0.2, PfHsp40 rescue 0.1, UGM FP inh -0.5, TcdB GH inh 2.5, Vc quorum ag 4.5, FBA Mtb inh 2.8, GDH-TPI counter -1.0 and FadD28 binding -4.0.
`C=CCn1c(SCC(C)=O)nc2scc(-c3ccc(C)o3)c2c1=O` gave Y pestis TopoI 21.4, BioA inh 0.6, PfHsp40 rescue 2.1, UGM FP inh -0.6, TcdB GH inh -0.1, Vc quorum ag 1.0, FBA Mtb inh -0.9, GDH-TPI counter 4.6 and FadD28 binding -0.6.
For O=C(Nc1ccccc1C(=O)NCC1CCCO1)c1ccc(Cl)cc1 (stereo unspecified) the results were Y pestis TopoI 7.8, BioA inh -1.6, PfHsp40 rescue 0.7, UGM FP inh -5.8, TcdB GH inh 2.4, Vc quorum ag inactive, FBA Mtb inh -2.5, GDH-TPI counter -3.8 and FadD28 binding 0.8.
`O=C(OCc1ccccc1)Oc1cncc(C(=O)O)c1` gave Y pestis TopoI -6.6, BioA inh 0.3, PfHsp40 rescue -1.0, UGM FP inh -1.1, TcdB GH inh 0.1, Vc quorum ag inactive, FBA Mtb inh 6.4, GDH-TPI counter 4.9 and FadD28 binding -1.5.
Screening CCc1ccc(NC(=O)CSCc2ccc(C(=O)O)cc2)cc1 returned Y pestis TopoI -4.1, PfHsp40 rescue -1.8, UGM FP inh 0.0, TcdB GH inh 4.4, Vc quorum ag -0.3, FBA Mtb inh 1.8, GDH-TPI counter 10.5 and FadD28 binding -2.2.
Screening COC(=O)CSc1nc(C)cc(C)c1C#N returned Y pestis TopoI 7.8, PfHsp40 rescue 0.0, UGM FP inh 0.7, TcdB GH inh -3.0, Vc quorum ag 1.0, FBA Mtb inh -0.4, GDH-TPI counter 1.8 and FadD28 binding -3.9.
`CCCCN(C(=O)C1CCCO1)c1c(N)n(CCC)c(=O)[nH]c1=O` (stereo unspecified) gave Y pestis TopoI -7.6, BioA inh -0.8, PfHsp40 rescue -0.4, UGM FP inh 1.5, TcdB GH inh 2.8, Vc quorum ag -5.6, FBA Mtb inh -2.4, GDH-TPI counter 8.5 and FadD28 binding -1.4.
For O=C(Nc1ccc2c(c1)nc1n2CCOC1)c1ccco1 the results were Y pestis TopoI 1.3, BioA inh -0.9, PfHsp40 rescue -0.2, UGM FP inh 1.4, Vc quorum ag 10.9, FBA Mtb inh -6.6, GDH-TPI counter 1.3 and FadD28 binding -1.4.
N/C(=N\OC(=O)COc1ccc(Cl)cc1Br)c1ccncc1 was read as Y pestis TopoI 9.0, PfHsp40 rescue 2.4, TcdB GH inh 0.4, Vc quorum ag -0.9, FBA Mtb inh 2.9, GDH-TPI counter -5.9 and FadD28 binding -1.9.
C[C@H](CO)N1C[C@H](C)[C@@H](CN(C)S(=O)(=O)c2ccc(F)cc2)Oc2ccc(NS(=O)(=O)c3ccccc3)cc2C1=O was read as Y pestis TopoI -1.6, BioA inh -0.3, PfHsp40 rescue 1.0, UGM FP inh 5.2, TcdB GH inh 0.3, Vc quorum ag inactive, FBA Mtb inh -0.5, GDH-TPI counter 1.7 and FadD28 binding 0.3.
Cn1c(SCC(=O)OC2CCCCC2)nnc1-c1ccco1 was read as Y pestis TopoI 7.1, BioA inh 1.4, PfHsp40 rescue -0.1, UGM FP inh -3.6, Vc quorum ag -1.3, FBA Mtb inh -4.7, GDH-TPI counter -6.8 and FadD28 binding -3.2.
Screening COc1ccccc1C(=O)C1CCCN(C(=O)CCn2cnnn2)C1 (stereo unspecified) returned Y pestis TopoI -3.6, BioA inh 4.7, PfHsp40 rescue 1.2, UGM FP inh 1.8, TcdB GH inh -0.6, Vc quorum ag -2.4, FBA Mtb inh 5.6, GDH-TPI counter 11.3 and FadD28 binding -0.2.
For O=C(Nc1cccc(Cl)c1)/C(=C\c1cccnc1)NC(=O)c1ccco1 the results were Y pestis TopoI -1.5, PfHsp40 rescue -0.6, UGM FP inh -2.0, TcdB GH inh 2.0, Vc quorum ag -0.2, FBA Mtb inh -1.2, GDH-TPI counter 2.7 and FadD28 binding 0.3.

Source: PubChem BioAssay
